Bioassay records as filed in PubChem BioAssay.
Cneo AK release: Cryptococcus neoformans lysis via adenylate kinase release | C. neoformans lysis, adenylate kinase release luminescence, 4 h; normalised: neutral wells 0, clomiphene wells 100 | lysis activity, % at 15 µM | actives 0.2% (n = 360,000) | AID 651654;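 active = mean lysis activity across replicates of at least 80%, whatever share of replicates individually reach that level; inactive = mean lysis activity below 80%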
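Assay system: log-phase C. neoformans yeast / Quantity: yeast cell density of 5 × 10^6 cells/mL / Medium: fresh YPD growth medium / Compound: single dose / Timing: static 4 h at 37 °C with compound, 1 h detection / Measured by: adenylate kinase release luminescence / Read-out: lysis from increased AK signal / Benchmarks: Clomiphene as positive lysis control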
miR122 inh: miR-122 inhibition in Huh7 cells; Huh7 miR-122 Renilla luciferase sensor, 48 h; neutral wells = 0, positive control = 100; activation (reporter increase), % at 12.5 µM; actives 0.3% (n = 340,000); AID 602342;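 active = mean replicate activation score at least 90 and every replicate individually at or above 90; inconclusive = only one of the two criteria met; inactive = neither criterion met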;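 also: higher luciferase means less miR-122 activity so hits act as miR-122 inhibitors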
ARNT TACC3 PPI: disrupts binding between human ARNT and TACC3. Q9Y6A5. AlphaScreen His-ARNT PAS-B/GST-TACC3 binding, luminescence; TACC3 fragment carries E629A point mutation. inhibition, % at 9.99 µM. actives 0.66% (n = 390,000). AID 623870;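 active = mean inhibition of replicates at least 50% and at least half of replicates each reaching 50%; inconclusive = half or more replicates reach 50% but mean below 50%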;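 also: 0% = complete ARNT plus TACC3 wells and 100% = ARNT alone without TACC3; many hits fall short of the cut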
esBAF inh: inhibitors of esBAF chromatin remodeling in mouse ES cells; Bmi1-luciferase knock-in reporter, 24 h; 100% = twice the neutral-well signal; reporter increase, % at 12.5 µM; actives 2% (n = 350,000); AID 602393; in the data active = activation above about 40%; inconclusive = no clear call, values can overlap the other calls;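 also: 0% = median of the plate's neutral control wells and 100% = double that signal; a rise in the Bmi1 reporter signal indicates esBAF inhibition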
C2C12 statin: suppressors of simvastatin-induced myotoxicity in C2C12 myotubes. ATP luminescence, 48 h; scaled: DMSO 0, geranylgeraniol control 100. rescue of ATP level, % at 7.49 µM. actives 0.78% (n = 330,000);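 active = mean ATP rescue above about 67%, or every replicate alone reaching that limit, limit read from the data, passing the limit was not always enough; inconclusive = no clear call, values can overlap the other calls; inactive = mean under the limit and some replicate under it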;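 also: myotubes were challenged with 10 µM simvastatin during compound exposure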
ERp5 block: ERp5 (human) disulfide isomerase inhibition | Q15084 | ERp5 insulin aggregation, absorbance 650 nm, 90 min | inhibition, % at 9.99 µM | actives 0.05% (n = 350,000) | AID 651711;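 active = mean replicate inhibition above about 25%, with every replicate also reaching it, limit read from the data, passing the limit was not always enough; inconclusive = only one of those two criteria met; inactive = neither criterion met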
Target sequence (Q15084 whole entry, looked up): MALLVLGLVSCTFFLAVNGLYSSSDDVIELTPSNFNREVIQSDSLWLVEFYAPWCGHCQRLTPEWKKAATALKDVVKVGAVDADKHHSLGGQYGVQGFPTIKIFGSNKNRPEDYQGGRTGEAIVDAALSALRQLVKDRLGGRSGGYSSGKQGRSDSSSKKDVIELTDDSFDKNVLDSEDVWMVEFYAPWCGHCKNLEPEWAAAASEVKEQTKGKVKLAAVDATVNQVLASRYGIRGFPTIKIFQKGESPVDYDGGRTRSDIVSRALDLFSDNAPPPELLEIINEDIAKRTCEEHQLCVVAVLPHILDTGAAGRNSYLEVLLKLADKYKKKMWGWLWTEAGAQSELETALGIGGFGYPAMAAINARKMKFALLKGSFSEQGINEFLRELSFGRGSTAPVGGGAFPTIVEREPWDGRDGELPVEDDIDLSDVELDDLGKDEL
SIRT5 block: blocks human SIRT5 desuccinylation of peptide; Q9NXA8; Purified SirT5, succinyl-peptide AMC, trypsin-coupled fluorescence; inhibition, % at 15 µM; actives 1.1% (n = 330,000); AID 652115; in the data active = inhibition above about 15%; inconclusive = no clear call, values can overlap the other calls
Target sequence (Q9NXA8 whole entry, looked up): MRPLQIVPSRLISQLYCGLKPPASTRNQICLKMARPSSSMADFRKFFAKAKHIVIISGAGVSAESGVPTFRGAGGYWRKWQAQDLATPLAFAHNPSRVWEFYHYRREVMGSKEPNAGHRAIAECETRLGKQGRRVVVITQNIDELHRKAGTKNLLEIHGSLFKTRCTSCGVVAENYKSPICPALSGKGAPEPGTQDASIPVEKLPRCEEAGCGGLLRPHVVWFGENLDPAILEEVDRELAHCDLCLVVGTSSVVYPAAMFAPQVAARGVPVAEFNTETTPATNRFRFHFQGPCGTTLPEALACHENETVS
An asterisk follows results filed as active; ? = inconclusive; · = not tested or not shown; [ ] = remark or other dose.

The opening five compounds, ahead of the listing:
SMILES | Cneo AK release | miR122 inh | ARNT TACC3 PPI | esBAF inh | C2C12 statin | ERp5 block | SIRT5 block
Cc1ccc2c(c1)c(C)c(C)n2CC(O)Cn1nc(C)c(Br)c1C (configuration not stated) | 2 | -5 | 7 | 1 | -10 | · | ·
N#Cc1c(/N=C/c2ccc(-c3ccc(C(=O)O)c(Cl)c3)o2)sc2c1CCCC2 | 0 | -6 | 37 | 10 | 10 | 0 | 5
O=C(C[C@H]1CC[C@H]2[C@@H](COC[C@H](O)CN2C(=O)c2cccnc2)O1)NCC1CC1 | -4 | 1[16.7 µM] | 0 | -1 | -13 | · | ·
COc1ccc(N=Cc2c(O)c3ccccc3oc2=O)cc1 | -8 | 6 | -12 | ? | 12 | 1 | -3
COc1ccc(-c2c(C)nn3c(N4CCC(C(=O)NCCN(C)C)CC4)cc(C)nc23)cc1OC | -3 | -8 | 8 | -7 | -20 | · | ·

Main list, from the start:
SMILES | Cneo AK release | miR122 inh | ARNT TACC3 PPI | esBAF inh | C2C12 statin | ERp5 block | SIRT5 block
Cc1ccc2c(c1)c(C)c(C)n2CC(O)Cn1nc(C)c(Br)c1C (configuration not stated) | 2 | -5 | 7 | 1 | -10 | · | ·
N#Cc1c(/N=C/c2ccc(-c3ccc(C(=O)O)c(Cl)c3)o2)sc2c1CCCC2 | 0 | -6 | 37 | 10 | 10 | 0 | 5
O=C(C[C@H]1CC[C@H]2[C@@H](COC[C@H](O)CN2C(=O)c2cccnc2)O1)NCC1CC1 | -4 | 1[16.7 µM] | 0 | -1 | -13 | · | ·
COc1ccc(N=Cc2c(O)c3ccccc3oc2=O)cc1 | -8 | 6 | -12 | ? | 12 | 1 | -3
COc1ccc(-c2c(C)nn3c(N4CCC(C(=O)NCCN(C)C)CC4)cc(C)nc23)cc1OC | -3 | -8 | 8 | -7 | -20 | · | ·
O=C(O)CCSc1nc2ccccc2c(=O)[nH]1 | -2 | -3 | -1 | -8 | -4 | · | ·
Fc1ccc(-c2cc(C(F)(F)F)nc(-n3cc(Cl)cn3)n2)cc1 | · | 1 | -4 | -4 | 3 | 2 | -3
CCN(CCCCCCN)c1ccc2c(=O)[nH][nH]c(=O)c2c1 | · | · | 0 | · | · | 5 | 1
COc1ccc(NC(=O)N2CC(C)OC(C)C2)cc1OC (configuration not stated) | -5 | 11 | -1 | 0 | 4 | · | ·
C[C@@H]1CN([C@H](C)CO)C(=O)c2cc(NC(=O)C3CCCCC3)ccc2O[C@@H](C)CCCCO[C@@H]1CN(C)C(=O)Cc1ccccc1 | -3 | -12[16.7 µM] | 3 | 0 | · | · | ·
CN(C[C@@H]1[C@@H](c2ccccc2)[C@H](CO)N1Cc1ccccn1)S(C)(=O)=O | 4 | 17[16.7 µM] | 5 | -4 | 0 | -5 | 2
CC1CC(=O)NN=C1c1ccc(N(C)C)c([N+](=O)[O-])c1 (configuration not stated) | 5 | -8 | 4 | 5 | 30 | · | ·
Cn1c(C(=O)NC2CCCCC2)cc2sccc21 | -8 | 3 | -5 | 43* | 0 | · | ·
O=C(Nc1cccc(S(=O)(=O)N2CCOCC2)c1)C1CCCC1 | -1 | 8 | · | 5 | 7 | -8 | 1
COc1cc(OC)cc(/C(N)=N/O)c1 | · | · | -1 | · | · | -10 | -12
CCNC(=O)C[C@@H]1CC[C@@H]2[C@@H](COc3ccc(NC(=O)Cc4cccs4)cc3C(=O)N2C)O1 | -2 | 13[16.7 µM] | 6 | 1 | -13 | -4 | -5
O=C(Nc1nc(-c2ccccn2)cs1)c1ccc(F)c(S(=O)(=O)N2CCOCC2)c1 | 2 | -6 | 68* | -43 | -62 | 11 | 3
CC(=O)N(C)C[C@@H]1Oc2ncc(-c3ccc(C#N)cc3)cc2C(=O)N([C@@H](C)CO)C[C@@H]1C | 49 | 0[16.7 µM] | -4 | 4 | -9 | -7 | 7
C[C@@H]1CN([C@@H](C)CO)C(=O)c2cc(C#Cc3ccccc3F)cnc2O[C@@H]1CN(C)C(=O)Cc1ccccc1 | -1 | -7[16.7 µM] | 3 | 8 | 29 | -4 | 2
C=CCNC(=O)/C(C#N)=C/c1cn(-c2ccccc2)nc1-c1ccc(OC)c([N+](=O)[O-])c1 | 1 | 147* | 14 | · | · | · | ·
Cc1ccccc1COc1ccc(-c2nn[nH]n2)cc1 | 0 | · | 3 | 1 | 22 | -1 | -5
COCC#Cc1cnc2c(c1)C(=O)N([C@H](C)CO)C[C@@H](C)[C@@H](CN(C)Cc1ccc(-c3ccccc3)cc1)O2 | · | 7[16.7 µM] | · | 3 | 26 | · | ·
Clc1ccc(Sc2cc(Cl)c(-c3ccccc3)nn2)cc1 | 0 | 0 | -4 | -2 | 15 | · | ·
O=C(COC(=O)[C@@H]1CCCN1S(=O)(=O)c1ccc(Cl)cc1)NC1CCS(=O)(=O)C1 (some centres not stated) | 0 | 0 | · | 1 | 13 | -1 | 0
C=CCSC1=NN2CCS(=O)(=O)N=C2S1 | · | -2 | 0 | · | · | 8 | 0
COc1ccc(S(=O)(=O)N(C)C[C@@H]2Oc3ccc(NC(=O)CCCCCC(=O)Nc4ccccc4N)cc3CC(=O)N([C@@H](C)CO)C[C@H]2C)cc1 | 41 | -10[16.7 µM] | 1 | -6 | 17 | -2 | 10
CCc1noc(C)c1C(=O)N(C)CC(=O)Nc1ccc(Cl)c(Cl)c1 | · | · | -12 | -2 | -32 | 4 | 6
COc1ccc(OCC(=O)Nc2ccc3c(c2)nc(CCN2CCCC2)n3C)cc1 | 2 | -8 | 6 | 0 | 5 | -10 | 3
CCOC(=O)c1cnn(-c2c(Cc3ccccc3)c(C)nc3c(-c4ccccc4)c(C)nn23)c1N | 5 | 5 | 1 | -11 | 10 | · | ·
COc1ccc(CN2C(=O)[C@H]3Cc4c([nH]c5ccccc45)C(C)(C)N3C2=O)cc1 | -2 | · | 6 | -5 | -29 | 2 | ·
Cc1ccc(SCCNC(=O)CN2C(=O)c3ccccc3S2(=O)=O)cc1 | -1 | 6 | 23 | 3 | 7 | · | ·
O=C(Nc1ccccc1)c1cc(S(=O)(=O)N2CCCCC2)ccc1N1CCOCC1 | -3 | 7 | 4 | 1 | 10 | -8 | 2
C[C@H]1CN([C@@H](C)CO)C(=O)c2cc(NS(=O)(=O)c3ccc(F)cc3)ccc2O[C@@H]1CN(C)Cc1ccc(Oc2ccccc2)cc1 | -15 | -8[16.7 µM] | -2 | 2 | -18 | -14 | 0
NNC(=O)C(=O)NCCCN1CCOCC1 | · | · | -2 | · | · | 2 | -1
NC(=O)c1cc(S(=O)(=O)N2CCN(c3ccc([N+](=O)[O-])cc3)CC2)cs1 | 1 | -5 | 2 | -4 | -3 | -13 | 5
COc1ccc(N(C(=O)c2ccc(Br)o2)C2C=CS(=O)(=O)C2)cc1 (configuration not stated) | 2 | -2 | -7 | -3 | -3 | 1 | -1
COc1cccc(C(=O)Nc2ccc(S(=O)(=O)Nc3cc(C)nc(C)n3)cc2)c1 | · | · | -11 | · | · | -1 | 5
O=C1c2cccnc2Nc2ccccc2N1CCCF | 6 | -5 | -5 | 2 | 9 | · | ·
COc1ccc(C(C(=O)NC(C)(C)C)N(Cc2ccccc2)C(=O)CCC(=O)Nc2cc(C)on2)cc1 (configuration not stated) | · | · | -2 | · | · | 0 | 1
C[C@H](CO)N1C[C@H](C)[C@@H](CN(C)CC2CCCC2)Oc2ncc(-c3ccc(F)cc3)cc2C1=O | 2 | 48[16.7 µM] | -2 | 0 | -2 | 11 | -2
COc1cccc(CNc2nc(NCc3ccccc3OC)nc3ccsc23)c1 | -1 | -15 | · | -15 | -104 | 5 | ·
CCCNC(=O)C[C@H]1CC[C@@H]2[C@H](COC[C@H](O)CN2C(=O)Nc2ccc3c(c2)OCO3)O1 | 0 | -1[16.7 µM] | -17 | 40 | 5 | 2 | -5
C[C@H](CO)N1C[C@H](C)[C@H](CN(C)Cc2ccc(C(F)(F)F)cc2)Oc2ccc(NC(=O)Nc3ccc(F)cc3)cc2CC1=O | · | -7[16.7 µM] | · | -1 | -14 | -5 | 5
CCCCC[C@H]1CN(C2CCCCC2)C(=O)[C@@H]1CC(=O)NCc1ccc(OC)cc1 | -1 | -1 | 0 | -3 | 16 | 4 | ·
COc1ccc(NC(=O)COC(=O)c2c(-c3ccccc3)noc2C)cc1 | 2 | -1 | · | 8 | 19 | 2 | 12

Entries of single compounds, looked up by structure. Values in the order: Cneo AK release, miR122 inh, ARNT TACC3 PPI, esBAF inh, C2C12 statin, ERp5 block, SIRT5 block
O=C(Nc1cccc(S(=O)(=O)N2CCOCC2)c1)C1CCCC1 as listed: -1, 8, ·, 5, 7, -8, 1
C[C@H]1CN([C@@H](C)CO)C(=O)c2cc(NS(=O)(=O)c3ccc(F)cc3)ccc2O[C@@H]1CN(C)Cc1ccc(Oc2ccccc2)cc1 as listed: -15, -8[16.7 µM], -2, 2, -18, -14, 0
CC1CC(=O)NN=C1c1ccc(N(C)C)c([N+](=O)[O-])c1 (configuration not stated) as listed: 5, -8, 4, 5, 30, ·, ·
Cc1ccccc1COc1ccc(-c2nn[nH]n2)cc1 as listed: 0, ·, 3, 1, 22, -1, -5

Following part.
SMILES | Cneo AK release | miR122 inh | ARNT TACC3 PPI | esBAF inh | C2C12 statin | ERp5 block | SIRT5 block
COc1ccc(CN(C)C[C@H]2Oc3ccc(NC(=O)NC(C)C)cc3CC(=O)N([C@@H](C)CO)C[C@@H]2C)cc1 | -1 | -4[16.7 µM] | -3 | -9 | 7 | 0 | 5
C[C@@H]1CN([C@H](C)CO)C(=O)Cc2cc(NC(=O)c3ccncc3)ccc2O[C@@H]1CN(C)Cc1ccc(Oc2ccccc2)cc1 | 0 | -8[16.7 µM] | · | 0 | -89 | -6 | 6
O=C(C[C@@H]1CC[C@H]2[C@@H](COC[C@H](O)CN2S(=O)(=O)c2ccccc2)O1)NCC1CCCCC1 | -3 | -2[16.7 µM] | 4 | 1 | 12 | -1 | -17
CCNC(=O)/C(C#N)=C/c1c(N2CCN(Cc3ccc4c(c3)OCO4)CC2)nc2c(C)cccn2c1=O | -1 | -3 | 7 | -11 | -1 | 7 | 2
CCOC(=O)C(Cc1ccccc1)NC(=O)CCc1nnc2ccc(N3CCCCC3)nn12 (configuration not stated) | -3 | -1 | -5 | 0 | 12 | -3 | 1
Cc1nc2ccccc2c2nc(NC(=O)Cc3ccccc3)nn12 | · | -2 | 9 | 34 | -14 | · | ·
COc1ccc(C2C3=C(Nc4ncnn42)c2ccccc2CCC3)cc1 (configuration not stated) | 0 | 0 | 31 | -3 | 1 | · | ·
CC(C)NC(=O)N(C)C[C@H]1Oc2ncc(C#Cc3ccc(F)cc3)cc2C(=O)N([C@@H](C)CO)C[C@H]1C | 1 | -6[16.7 µM] | -2 | -5 | 9 | 0 | -3
COC(=O)C1=C(C)NC(=O)NC1c1ccc(OCC(=O)N2CCCCC2)cc1 (configuration not stated) | 1 | 1 | -6 | -1 | 6 | · | ·
O=C(CSc1nnc(CNC(=O)c2c(F)cccc2F)o1)NCC1CCCO1 (configuration not stated) | 1 | -6 | -3 | -8 | -9 | 3 | -1
CCc1cc(C(=O)OC)c(NC(=O)c2ccoc2C)s1 | 3 | · | -6 | -13 | 0 | 1 | 1
CCNC(=O)C[C@@H]1CC[C@H]2[C@H](COc3ccc(NC(=O)Cc4ccccc4)cc3C(=O)N2C)O1 | 7 | 42[16.7 µM] | -17 | -3 | -19 | -2 | -8
CC(C)CC1C(=O)N(Cc2cn(CCC3OCCO3)nn2)CCS(=O)(=O)N1Cc1ccc(-c2cccc(N(C)C)c2)cc1 (configuration not stated) | · | -6 | · | 11 | 8 | 1 | 10
COc1cccc(C(=O)NC2CCSC2=O)c1 (configuration not stated) | -2 | -1 | -3 | -4 | -9 | · | ·
